Mcl1 Bid PPI = disrupts binding of human Mcl-1 to Bid peptide. hit rate 0.97% among 220,000. AID 1021. TR-FRET Mcl-1/Bid-Dy647 peptide binding, 1536-well. inhibition, % at 21.7 µM. Q07820;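 active = compounds that cut the binding signal by more than half at the single screening dose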;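 note: His-tagged Mcl-1 with europium anti-His antibody binding Bid BH3 peptide; 0% = Mcl-1 plus peptide wells and 100% = peptide-only wells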
Target sequence (Q07820 whole entry, looked up): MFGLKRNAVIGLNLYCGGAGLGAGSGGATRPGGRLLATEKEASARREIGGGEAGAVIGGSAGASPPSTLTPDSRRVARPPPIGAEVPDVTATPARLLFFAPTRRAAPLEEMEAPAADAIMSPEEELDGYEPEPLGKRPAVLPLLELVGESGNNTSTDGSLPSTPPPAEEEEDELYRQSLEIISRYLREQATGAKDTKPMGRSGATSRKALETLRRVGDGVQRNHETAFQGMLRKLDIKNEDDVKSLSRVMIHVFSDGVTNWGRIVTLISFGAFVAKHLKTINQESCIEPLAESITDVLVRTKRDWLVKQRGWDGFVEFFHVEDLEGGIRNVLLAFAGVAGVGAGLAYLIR
Bcl-XL Bim block = human Bim-Bcl-XL interaction inhibition. AID 1007. Bim peptide-Bcl-XL binding, bead flow cytometry, fluorescence. hit rate 0.04% among 190,000. inhibition, % at 10 µM. Q07817
RGS7-Gao reg = human RGS7-Galphao interaction regulation | Multiplexed bead flow cytometry, RGS7-Galphao binding; actives lie on both sides | binding response (% of control), % at 10 µM | hit rate 0.35% among 220,000 | AID 1439; in the data active = binding response below about 49% or above about 150%; inconclusive = no clear call, values can overlap the other calls; inactive = in between;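 note: fluorescent Galphao held in activated GDP-AlF4 state binding bead-coupled RGS7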
RGS8-Gao reg = regulators of human RGS8-Galphao interaction. hit rate 0.34% among 220,000. response (percent of control binding), % at 10 µM. AID 1423. multiplexed bead flow cytometry, RGS8-Galphao binding; actives lie on both sides. P09471; in the data active = response below about 60% or above about 140%; inactive = in between;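 note: Galphao activated as the GDP aluminium fluoride complex binding bead-coupled RGS8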
Bcl-2 Bim block = inhibitors of Bim-Bcl-2 interaction, human. P10415. Bead-based flow cytometry, Bim peptide-Bcl-2 binding. inhibition, % at 10 µM. hit rate 0.06% among 190,000. AID 950; in the data active = inhibition above about 40%; inconclusive = no clear call, values can overlap the other calls;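 note: 0% = no compound wells with probe peptide and 100% = reference peptide inhibitor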
Target sequence (P10415 whole entry, looked up): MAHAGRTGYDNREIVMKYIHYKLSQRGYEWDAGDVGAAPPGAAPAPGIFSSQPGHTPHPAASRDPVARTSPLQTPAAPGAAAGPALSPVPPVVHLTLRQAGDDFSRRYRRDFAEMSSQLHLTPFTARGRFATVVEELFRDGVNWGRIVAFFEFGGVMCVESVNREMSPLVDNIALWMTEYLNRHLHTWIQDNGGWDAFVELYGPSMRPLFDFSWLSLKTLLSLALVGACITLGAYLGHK
Bfl-1 Bim block = disrupts Bim binding to human Bfl-1; Bead-based flow cytometry, Bim-Bfl-1 binding inhibition; inhibition, % at 10 µM; hit rate 0.12% among 190,000; AID 1008;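 note: 0% = wells without compound plus tracer and 100% = blocker peptide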
Bcl-B Bim block = disrupts Bim peptide binding to human Bcl-B; Q9HD36; bead-based flow cytometry; inhibition, % at 10 µM; hit rate 0.073% among 190,000;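 note: 0% = tracer peptide without compound and 100% = reference inhibitor peptide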
Target sequence (Q9HD36 whole entry, looked up): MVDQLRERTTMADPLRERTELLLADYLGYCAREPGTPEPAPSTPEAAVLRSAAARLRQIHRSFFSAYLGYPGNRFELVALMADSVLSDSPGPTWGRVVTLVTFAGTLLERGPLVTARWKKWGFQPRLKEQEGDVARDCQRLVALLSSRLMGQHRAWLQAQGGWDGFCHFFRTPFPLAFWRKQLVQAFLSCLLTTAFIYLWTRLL
RGS4-Gao reg = modulates binding of RGS4 to human Galphao | binding response (% of control), % at 10 µM | hit rate 0.33% among 220,000 | AID 1415 | P09471 | Multiplexed bead flow cytometry; actives lie on both sides; in the data active = binding response below about 49% or above about 150%; inactive = in between;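 note: fluorescent Galphao activated with aluminum fluoride binding bead-coupled RGS4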
Bim-Bcl-W = human Bim-Bcl-W interaction inhibition. bead-based flow cytometry, Bim peptide-Bcl-W binding. AID 952. Q92843. inhibition, % at 10 µM. hit rate 0.02% among 190,000;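 note: 0% = bound tracer without compound and 100% = peptide blocker; higher means less fluorescent Bim peptide bound to Bcl-W beads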
Target sequence (Q92843 whole entry, looked up): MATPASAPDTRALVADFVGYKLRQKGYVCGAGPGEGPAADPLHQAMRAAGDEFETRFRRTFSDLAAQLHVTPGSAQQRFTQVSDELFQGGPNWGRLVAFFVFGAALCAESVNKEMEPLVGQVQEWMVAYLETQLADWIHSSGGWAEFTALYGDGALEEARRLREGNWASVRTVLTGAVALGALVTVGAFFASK
Mcl-1 Bim block = inhibitors of Bim-Mcl-1 interaction, human. Q07820. Bead-based flow cytometry, Bim peptide-Mcl-1 binding. inhibition, % at 10 µM. hit rate 0.1% among 190,000. AID 1009;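 note: 0% = no compound tracer wells and 100% = peptide blocker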
Mcl1 Noxa PPI = Mcl-1/Noxa interaction inhibition; AID 1022; TR-FRET Mcl-1/Noxa peptide binding, 2 h; hit rate 1.5% among 220,000; Q07820; inhibition, % at 21.7 µM;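 active = compounds that cut the protein-peptide binding signal by more than 50% relative to plate controls in a single-dose test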;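 note: His-tagged Mcl-1 with rhodamine Noxa BH3 peptide and terbium anti-His antibody; 0% = Mcl-1 plus Noxa peptide wells and 100% = peptide-only wells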
* = called active by the depositor; ? = inconclusive; / = not tested or not shown. Cut-off read from the data, not from the text of the source, unless noted: active = inhibition above about 40%.

SMILES	Mcl1 Bid PPI	Bcl-XL Bim block	RGS7-Gao reg	RGS8-Gao reg	Bcl-2 Bim block	Bfl-1 Bim block	Bcl-B Bim block	RGS4-Gao reg	Bim-Bcl-W	Mcl-1 Bim block	Mcl1 Noxa PPI
CCn1ccnc1[C@@H]1C[C@H]2CN(Cc3cccc(Cl)c3)C(=O)[C@]23CCCN13	-7.4	3.0	101.8	100.1	-2.0	4.0	1.0	95.8	-2.0	-3.0	13.8
Cc1cc(C(=O)OCC(=O)Nc2ncc(C(F)(F)F)cc2Cl)c(C)o1	-0.8	-9.0	98.1	103.5	-10.0	-15.0	-5.0	102.6	0.0	-1.0	-3.6
COC(=O)c1c(NC(=O)CCC(=O)O)sc(Cc2ccccc2)c1C	-16.8	/	?	100.2	/	/	/	96.8	/	/	-4.6
CCOC(=O)C1(O)CC(C)=NN1C(=O)c1cccc(Br)c1 (centres undefined)	-16.8	-5.0	102.7	101.0	-4.0	-11.0	-7.0	101.7	-3.0	-3.0	21.9
Clc1cccc(N2CCN(Cc3nc(-c4ccccc4)no3)CC2)c1	-27.0	-1.0	101.3	98.3	-9.0	-12.0	-6.0	100.0	1.0	0.0	11.3
COc1cc(OC)c(-c2nnc3n(CCc4ccccc4)c(=O)c4ccccc4n23)cc1OC	7.0	-8.0	105.7	104.9	-3.0	-9.0	-3.0	104.2	-4.0	-4.0	10.2
CC(C)(C(N)=O)N1CCN(c2ncc(C(F)(F)F)cc2Cl)CC1	-16.0	0.0	93.8	96.5	-3.0	-1.0	0.0	92.8	0.0	-5.0	11.3
Cc1ccc(-c2ccc(C(=O)NCc3ccc(Cl)cc3)o2)c2ccccc12	-9.0	-3.0	91.6	99.2	0.0	1.0	-8.0	93.7	0.0	-6.0	10.9
COc1cc(C(O)c2nc3ccccc3n2C)cc(OC)c1OC (centres undefined)	2.5	-1.0	96.9	101.5	-1.0	0.0	0.0	98.4	0.0	0.0	4.7
COc1ccc(C(=O)NC2(C(F)(F)F)NC(=O)N(CCCc3ccccc3)C2=O)c(OC)c1OC (centres undefined)	12.8	-2.0	103.6	102.5	-1.0	5.0	2.0	99.8	0.0	-3.0	-0.1
Cc1sc2nc(N)sc2c1C	-61.0	3.0	92.5	79.8	0.0	0.0	-3.0	91.2	1.0	0.0	5.7
COc1ccc(OCc2ccc(C(=O)NN)cc2)cc1	-12.4	-7.0	88.2	93.2	-2.0	-12.0	-2.0	92.2	4.0	1.0	-7.2

Some of these compounds in order of molecular weight, low to high.
SMILES	Mcl1 Bid PPI	Bcl-XL Bim block	RGS7-Gao reg	RGS8-Gao reg	Bcl-2 Bim block	Bfl-1 Bim block	Bcl-B Bim block	RGS4-Gao reg	Bim-Bcl-W	Mcl-1 Bim block	Mcl1 Noxa PPI
Cc1sc2nc(N)sc2c1C	-61.0	3.0	92.5	79.8	0.0	0.0	-3.0	91.2	1.0	0.0	5.7
COc1ccc(OCc2ccc(C(=O)NN)cc2)cc1	-12.4	-7.0	88.2	93.2	-2.0	-12.0	-2.0	92.2	4.0	1.0	-7.2
Cc1ccc(-c2ccc(C(=O)NCc3ccc(Cl)cc3)o2)c2ccccc12	-9.0	-3.0	91.6	99.2	0.0	1.0	-8.0	93.7	0.0	-6.0	10.9

Additional entries
SMILES	Mcl1 Bid PPI	Bcl-XL Bim block	RGS7-Gao reg	RGS8-Gao reg	Bcl-2 Bim block	Bfl-1 Bim block	Bcl-B Bim block	RGS4-Gao reg	Bim-Bcl-W	Mcl-1 Bim block	Mcl1 Noxa PPI
CCOc1ccccc1NC(=O)CSc1ncnc2c1oc1ccccc12	-16.0	1.0	101.5	100.7	-5.0	-6.0	-4.0	99.6	1.0	0.0	-445.9
Cc1cnc(NC(=O)c2c(O)c3cccc4c3n(c2=O)CCC4)s1	0.4	-8.0	97.0	105.0	-8.0	-13.0	-7.0	102.5	0.0	-1.0	14.3
COc1ccccc1OCC(=O)NN1Cc2ccccc2C1=N	-9.9	-3.0	98.2	99.8	-7.0	-7.0	-1.0	97.4	-3.0	0.0	17.4
O=C1N(C2CCCC2)C[C@@H]2C[C@@H](c3cccn3-c3nccs3)N3CCC[C@@]123	-36.5	-6.0	96.6	98.9	-3.0	-5.0	-3.0	97.0	-3.0	0.0	2.9
COCCNC(=O)/C(C#N)=C/c1ccc(-c2ccc(OC)cc2[N+](=O)[O-])o1	-28.9	-2.0	94.6	97.4	2.0	0.0	0.0	95.8	-2.0	0.0	10.8
Fc1ccc(Br)cc1C1C=C(c2ccc(Br)cc2)Nc2ncnn21 (centres undefined)	13.4	0.0	102.8	104.1	-7.0	-8.0	-8.0	102.8	0.0	-1.0	27.9
O=C(Oc1cc(-c2ccccc2)no1)c1ccc(Cl)cc1	-16.6	-2.0	101.2	102.8	-2.0	-13.0	-4.0	100.4	5.0	2.0	4.1
C=CCc1ccc(OCCOc2cccc3cccnc23)c(OC)c1	0.7	-4.0	100.5	102.6	0.0	-3.0	-1.0	102.4	-4.0	-2.0	24.3
Cc1cc(C)n2cc(CSc3nnnn3-c3ccccc3C)nc2n1	-9.1	1.0	103.5	102.7	3.0	0.0	8.0	101.9	2.0	0.0	-7.6
CC(C)(C)NCC(O)c1cc(O)cc(O)c1 (centres undefined)	-6.0	-3.0	100.4	101.4	1.0	0.0	-5.0	99.3	-2.0	-3.0	15.7
Cn1cccc1Cc1nnc(SCC(=O)Nc2ccc(Cl)cc2)n1-c1ccc(F)cc1	-23.2	-7.0	100.2	98.5	-12.0	-5.0	-11.0	102.3	-5.0	-5.0	3.1
COc1cc(NC(=O)C2CC2C)c(C(=O)O)cc1OC (centres undefined)	-13.9	-5.0	94.0	101.6	0.0	-1.0	0.0	95.3	-4.0	-2.0	3.5
O=C(CCc1ccccc1)Nc1ccccc1C(=O)NCc1ccco1	-14.0	-2.0	93.9	77.3	9.0	2.0	-2.0	94.8	-2.0	-1.0	7.8
COc1ccc(NCN2C(=O)CCC2=O)cc1	-64.7	0.0	99.2	99.9	-2.0	-3.0	-1.0	101.9	0.0	-2.0	16.4
COc1ccc(Cc2nc(-c3ccccn3)no2)cc1OC	-13.4	-1.0	94.7	104.8	-1.0	0.0	-4.0	96.5	0.0	-1.0	-7.8
CC1(C)CC(=O)C2=C(C1)OC(N)=C(C#N)C2c1ccc[nH]1 (centres undefined)	-63.6	-1.0	98.0	98.8	-1.0	-6.0	-5.0	100.0	-1.0	1.0	10.3
CCCCSc1nc(C)cc(NC(=S)Nc2ccc(OC)cc2)n1	-27.0	-4.0	100.4	100.8	-4.0	-9.0	-7.0	101.0	1.0	0.0	9.2
CCCCCC1CC(/C(C)=N/NC(N)=O)OC1=O (centres undefined)	-2.3	-7.0	108.6	99.3	-6.0	-11.0	-5.0	108.7	1.0	0.0	-3.3
Cc1ccc(-n2c(SCC(=O)Nc3cccc(S(=O)(=O)NC4=NCCCCC4)c3)nc3ccccc3c2=O)cc1	-57.5	-11.0	98.9	100.3	-4.0	-5.0	-11.0	101.4	-4.0	-8.0	-413.1
O=C(c1ccco1)N1CCN(S(=O)(=O)c2ccc3[nH]c(=O)oc3c2)CC1	-22.7	1.0	93.1	81.9	-1.0	1.0	1.0	85.1	0.0	0.0	7.3
CCCCC(Sc1nc(N)c(NC(=O)c2ccc(OCC)cc2)c(=O)[nH]1)C(=O)O (centres undefined)	-51.3	-3.0	?	100.3	-1.0	-6.0	-4.0	100.1	-2.0	-1.0	10.8
Cc1ccc(C(=O)NNC(=O)c2cccc(S(=O)(=O)N3CCN(c4ccccc4)CC3)c2)cc1	-13.1	-3.0	100.4	100.2	0.0	0.0	-4.0	100.2	-5.0	-3.0	-8.6
COCCCNC(=S)NNC(=O)C(O)(c1ccccc1)c1ccccc1	-14.1	-4.0	98.5	102.8	-3.0	-4.0	-15.0	102.0	-4.0	-1.0	6.2
Cc1cc(NC(=O)C23CC4CC(CC(C4)C2)C3)n[nH]1	0.6	-6.0	?	96.4	-4.0	-7.0	-6.0	97.2	-2.0	-3.0	1.8
O=C(OCC(=O)N1CCN(c2ccccc2)CC1)c1ccc2ncsc2c1	30.9	-5.0	100.5	90.3	-1.0	-3.0	-5.0	89.7	0.0	-1.0	37.0
CC(C)(C)OC(=O)N1CC(O)CC1C(=O)OCC(=O)c1ccc(-c2ccccc2)cc1 (centres undefined)	-14.4	-1.0	101.6	100.6	-4.0	-6.0	0.0	98.9	-1.0	0.0	31.0
C=CCNC(=S)N1CCN(Cc2ccccc2)CC1	6.5	0.0	102.8	104.9	-11.0	-9.0	-8.0	105.1	-1.0	2.0	27.1
O=C(Nc1ccccc1N1CCOCC1)c1ccc2c(c1)OCO2	-62.1	-4.0	96.7	102.8	-7.0	-10.0	-2.0	99.6	-2.0	1.0	9.5
CC1CN(Cc2ccccn2)CCC1=O (centres undefined)	-2.9	-1.0	89.6	94.9	2.0	1.0	-2.0	92.9	0.0	0.0	12.0
Cc1ccc2nc(C)c(C(=O)N/N=C/c3ccc(N4CCOCC4)cc3)cc2c1	-3.1	-7.0	100.1	100.2	-1.0	2.0	-1.0	101.4	-4.0	0.0	12.2
NC(CSCc1cccc(Br)c1)C(=O)O (centres undefined)	-3.9	1.0	99.7	99.3	-2.0	-3.0	-1.0	99.5	2.0	0.0	4.5
CCCCNC(=O)c1ccc(N2CCC3(CC2)OCCO3)c([N+](=O)[O-])c1	-0.6	-1.0	93.4	77.8	0.0	-1.0	-3.0	94.2	0.0	-1.0	17.2
Cc1ccc2nc(SCC(=O)Nc3c(F)cccc3F)[nH]c2c1	-15.1	0.0	104.4	100.0	-2.0	-4.0	-1.0	99.5	1.0	0.0	0.1
CSc1oc(-c2ccccc2)nc1S(=O)(=O)c1ccc(F)cc1	-17.3	-10.0	98.5	98.6	-1.0	0.0	-9.0	98.8	-4.0	0.0	4.9
O=C(CC1SCCNC1=O)Nc1cccc(Cl)c1 (centres undefined)	8.8	-3.0	101.7	100.7	-12.0	-11.0	-9.0	103.7	4.0	-3.0	17.5
CCCn1nnc(NC(=O)c2ccc(Br)cc2)n1	-6.0	-6.0	103.4	104.3	0.0	-4.0	-7.0	103.3	-2.0	-3.0	20.3
COCCNC(=O)C(OC(=O)CC1Sc2ccccc2NC1=O)c1ccccc1 (centres undefined)	1.1	-1.0	102.0	111.8	-8.0	7.0	3.0	103.4	-4.0	-4.0	7.5
Cc1ccc(Nc2nc(=O)c3cccnc3s2)c(Br)c1	-25.1	/	?	98.5	/	/	/	96.6	/	/	17.3
COc1ccc(-c2nnn(CC(=O)NCc3cccs3)n2)cc1OC	-34.2	-15.0	99.2	102.3	-11.0	-16.0	-11.0	104.3	-1.0	-5.0	8.3
CCCCSc1nnc(-c2ccc(NC(=O)CCc3ccccc3)cc2)n1C	-7.6	-2.0	104.1	104.5	-13.0	0.0	-2.0	102.4	-1.0	1.0	-3.3
O=C(Nc1ccc(CN2CCOCC2)cc1)c1ccc(-c2cc(Cl)ccc2Cl)o1	-10.4	-1.0	97.5	98.8	-3.0	-2.0	-5.0	94.6	-4.0	-5.0	12.0
O=C(Nn1c(O)c(C=C2N=c3ccccc3=N2)sc1=S)c1ccccc1Cl	-47.7	-1.0	104.7	102.4	-7.0	-11.0	-8.0	102.8	4.0	1.0	-28.8
COc1cccc(C(=O)NC(C)C(c2cccs2)N2CCN(C)CC2)c1 (centres undefined)	-14.3	-7.0	102.7	101.8	-7.0	-17.0	-9.0	100.0	0.0	-4.0	8.4
